High-throughput results as filed in PubChem.
GSK3beta inhib: human GSK3beta kinase inhibitors, primary screen, biochemical, cell-free homogeneous, HTS; GST-GSK3beta kinase, ADP-Glo luminescence, 60 min; stronger effect = lower value; activity score (negative = inhibition), % at 10 µM; 300,000 compounds, 0.038% hits; AID 2097, 2009;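 active means more than half of replicate wells score below -50%, meaning over 50% inhibition versus plate controls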;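 further: 0% = median DMSO wells and -100% = median GW8510 positive control wells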
Target sequence (P49841 whole entry, looked up): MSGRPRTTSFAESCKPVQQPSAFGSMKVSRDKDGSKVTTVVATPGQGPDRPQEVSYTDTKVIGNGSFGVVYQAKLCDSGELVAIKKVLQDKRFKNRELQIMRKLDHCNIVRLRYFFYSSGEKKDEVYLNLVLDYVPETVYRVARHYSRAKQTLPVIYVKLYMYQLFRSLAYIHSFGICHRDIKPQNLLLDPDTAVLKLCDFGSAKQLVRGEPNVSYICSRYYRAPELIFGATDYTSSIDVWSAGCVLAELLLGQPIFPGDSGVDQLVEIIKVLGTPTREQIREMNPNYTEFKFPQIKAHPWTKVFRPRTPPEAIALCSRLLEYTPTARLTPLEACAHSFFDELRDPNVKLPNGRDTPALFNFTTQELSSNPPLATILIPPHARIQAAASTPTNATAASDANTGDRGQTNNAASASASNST
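Assay system: GST-tagged human GSK3beta kinase, cell-free; Input: 1.6 ng GSK3beta; Medium: Tris/MgCl2 kinase buffer; Timing: 60 min enzyme reaction, room temperature; Signal: ADP-Glo luminescence quantifying ADP generated by kinase; Evaluation: score relative to plate controls; Benchmarks: DMSO neutral wells and GW8510 at 20 µM as positive.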
RGS4 act: RGS4 potentiators or activators, primary screen, cell-based, HEK293 M3R inducible RGS4, calcium flux; carbachol calcium flux Fluo4; stronger effect = lower value; B-score at 10 µM; 310,000 compounds, 0.92% hits; AID 463111, 2010;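 active means B-score of the integrated calcium signal more than 4 SD below the library mean, with starting fluorescence not abnormally high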;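 further: negative B-score means reduced calcium response which marks RGS4 activation or potentiation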
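Detection: kinetic calcium fluorescence imaging with Fluo4-AM dye, 2 µM / Material: HEK293 cells with stable M3R and inducible RGS4 / Schedule: recording 10 s baseline at 1 Hz, 100 s post-agonist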
KCNQ1 act: potentiators or activators of KCNQ1 channel, primary screen, cell-based, thallium flux, high-throughput. B-score at 10 µM. CHO-K1 KCNQ1, thallium flux FluxOR fluorescence; stronger effect = higher value. Potassium voltage-gated channel subfamily KQT member 1 (Homo sapiens), P51787. AID 2648, 2010. 310,000 compounds, 0.35% hits;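 active means fluorescence ratio B-score, a plate-corrected score, at least three library SD, with initial intensity B-score within 5 SD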
Target sequence (P51787 whole entry, looked up): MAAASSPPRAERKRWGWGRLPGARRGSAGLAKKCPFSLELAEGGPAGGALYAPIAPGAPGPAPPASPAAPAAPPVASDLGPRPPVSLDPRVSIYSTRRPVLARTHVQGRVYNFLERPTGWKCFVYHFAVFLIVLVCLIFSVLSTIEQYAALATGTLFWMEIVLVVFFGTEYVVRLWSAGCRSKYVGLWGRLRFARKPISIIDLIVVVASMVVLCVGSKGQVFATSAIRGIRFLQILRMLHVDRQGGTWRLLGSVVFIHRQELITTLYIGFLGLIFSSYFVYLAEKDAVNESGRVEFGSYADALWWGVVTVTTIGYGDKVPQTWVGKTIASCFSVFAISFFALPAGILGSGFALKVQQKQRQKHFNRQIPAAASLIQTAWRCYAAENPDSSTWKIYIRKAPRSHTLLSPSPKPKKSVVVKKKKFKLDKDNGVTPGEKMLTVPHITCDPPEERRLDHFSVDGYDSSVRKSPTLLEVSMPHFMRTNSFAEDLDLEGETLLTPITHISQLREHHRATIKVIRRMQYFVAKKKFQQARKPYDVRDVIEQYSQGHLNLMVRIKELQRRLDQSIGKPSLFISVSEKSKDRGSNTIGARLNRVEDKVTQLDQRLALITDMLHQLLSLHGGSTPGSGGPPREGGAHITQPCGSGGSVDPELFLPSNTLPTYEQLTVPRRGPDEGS
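Doses: Single concentration per compound, DMSO matched to controls | Test system: KCNQ1-transfected CHO-K1 cells | Timing: 90 min dye loading and 20 min compound exposure, both at room temperature | Measured by: Kinetic FluxOR thallium fluorescence, 10-s 1-Hz baseline, 110-s post-stimulus read | Medium: Assay buffer with matched DMSO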
HDAC3 inh: HDAC3 deacetylase inhibitors, primary screen, biochemical, fluorescence, cell-free homogeneous | Histone deacetylase 3 (Homo sapiens), O15379 | recombinant HDAC3, fluorogenic peptide/trypsin coupled | inhibition, % at 8.3 µM | 320,000 compounds, 0.15% hits; in the data active means inhibition above about 26%, passing the limit was not always enough
Dyrk1A ADPGlo: rat Dyrk1A kinase inhibitors, primary screen, biochemical, single point, plate reader; inhibition, % at 12.5 µM; AID 504441, 2011; Dual specificity tyrosine-phosphorylation-regulated kinase 1A (Rattus norvegicus), Q63470; ADP-Glo luminescence, NFATc1 peptide; 310,000 compounds, 0.43% hits; in the data active means inhibition above about 50%;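 further: plate controls were vehicle with enzyme for no effect and no enzyme for full effect; many of its hits are not listed in these tables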
KCNQ1 inh: inhibitors of human KCNQ1 channel, primary screen, cell-based, thallium flux, high-throughput. Potassium voltage-gated channel subfamily KQT member 1 (Homo sapiens), P51787. CHO-K1 KCNQ1, FluxOR thallium flux fluorescence; stronger effect = higher value. B-score at 10 µM. 310,000 compounds, 1.3% hits. AID 2642, 2010;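 active means compounds whose thallium flux B-score, printed positive for inhibition, exceeds three library SD while starting fluorescence stays within three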;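 further: channel opened by potassium depolarization with thallium stimulus after 20 min compound exposure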
GSK3 alpha inh: blockers of GSK3A enzyme activity – biochemical, luminescence, cell-free homogeneous, HTS, primary screen. Glycogen synthase kinase-3 alpha (Homo sapiens), P49840. GSK-3 alpha kinase, ADP-Glo luminescence, 60 min. inhibition, % at 10 µM. 320,000 compounds, 0.1% hits. AID 2650, 2010;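 in the data active means inhibition above about 50%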;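 further: GST-tagged GSK-3 alpha with peptide substrate and 25 µM ATP; 0% = DMSO neutral wells and 100% = GW8510 positive control wells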
hERG protect: hERG rescue from dofetilide block, primary screen, cell-based, CHO-hERG, FluxOR thallium flux, dofetilide IC70. Voltage-gated inwardly rectifying potassium channel KCNH2 (Homo sapiens), Q12809. dofetilide IC70 present. activation (rescue from dofetilide block), less the hit threshold, % at 10 µM. 310,000 compounds, 0.51% hits;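 active means activation above the mean of controls blocked by dofetilide plus 5 SD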;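 further: thallium influx through hERG after potassium depolarization seen as dye fluorescence rise; in these data hits start at about 4.7%; inactives centre near -7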
KCNK3 block: human KCNK3 channel inhibitors, primary screen, CHO cells, FluxOR thallium flux, B-score; FluxOR fluorescence; stronger effect = lower value; Potassium channel subfamily K member 3 (Homo sapiens), O14649; 340,000 compounds, 0.84% hits; B-score at 10 µM;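 active means B-score under library mean minus 4 SD, starting fluorescence ratio at most library mean plus 5 SD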;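 further: more negative B-score means stronger inhibition of thallium flux through KCNK3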
KCNK9 inh: KCNK9 potassium channel inhibitors, primary screen, HEK293 cells, thallium flux; Potassium channel subfamily K member 9 (Homo sapiens), Q9NPC2; FluxOR thallium flux fluorescence; stronger effect = lower value; B-score at 10 µM; 310,000 compounds, 1.2% hits;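 active means ratio B-score over 3 SD below the library mean, with starting fluorescence within 5 SD of its mean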;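 further: negative B-score means less thallium flux so channel inhibition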
PolyA inh: polyadenylation inhibitors in yeast reporter cells, primary screen, luminescence, S. cerevisiae; S. cerevisiae SKY197-pL101 polyadenylation reporter, beta-gal luminescence; efflux-impaired pdr1/pdr3 knockout yeast; score 100 = 6 SD above DMSO; 300,000 compounds, 0.02% hits; calls only at 12 µM; AID 1875, 2009;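 active means lowest replicate activity score at least 50, where 100 means six control SD above control mean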;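 further: yeast exposed to compound for 9 h at 30 °C; higher score means more reporter readthrough which indicates perturbed polyadenylation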
The depositor's hits bear a star; i = inactive; . = not tested or not shown.

structure	GSK3beta inhib	RGS4 act	KCNQ1 act	HDAC3 inh	Dyrk1A ADPGlo	KCNQ1 inh	GSK3 alpha inh	hERG protect	KCNK3 block	KCNK9 inh	PolyA inh
COc1cccc2cc(C(=O)N3CCN(C(=O)c4ccco4)CC3)c(=O)oc12	-4	i	i	5	0	i	-1	-7	i	i	i
Cc1ccc(SCc2noc(C(=O)NC(C)C)c2C(=O)O)cc1C	6	i	i	1	-3	i	-6	-11	i	i	i
CCOC(=O)c1c(NC(=O)CSc2nnc(-c3cccnc3)o2)sc(C(C)=O)c1C	1	i	i	-1	-4	i	3	-9	i	i	i
Cc1cc(NC(=O)CN2CCN(c3ccccc3O)CC2)no1	1	i	i	-2	-8	i	0	-12	i	i	i
CCOc1c2ccc(C(=O)NCc3ccc(OC(F)(F)F)cc3)cc2nn1C	9	i	i	-23	-6	i	-2	-8	i	i	i
Cc1ccc(NC(=O)c2sc3nc[nH]c(=O)c3c2C)c(C)c1	2	i	i	-3	14	i	-1	-2	i	i	i
COc1ccc(C(=O)NCCNc2nc3ccc(C)cc3cc2C#N)cc1OC	-2	i	i	2	-6	i	8	-13	i	i	i
CS(=O)(=O)N1CCN(c2ccccc2NC(=O)C(c2ccccc2)c2ccccc2)CC1	3	i	i	2	-1	i	-1	-5	i	i	i
CCc1cc(N2CCOCC2)cc2c1[nH]c1ccccc12	-1	i	i	-32	3	i	1	-8	i	i	.
O=C(CSc1nnc(-c2cccnc2)n1-c1ccccc1)NCc1ccc2c(c1)OCO2	3	i	i	0	.	i	0	-7	i	i	i
O=C(NC(=S)Nc1ccc(Br)cc1)C1CCC1	-9	i	i	0	16	i	3	-5	i	i	i
CCCCCc1nnc(NC(=O)Cn2cnc3ccccc3c2=O)s1	3	i	i	4	1	i	-1	-8	i	i	i
O=C(c1ccc(Cl)cc1)N1CCCC(C(=O)N2CCc3ccccc3C2)C1 (configuration not stated)	4	i	i	-1	.	i	-2	-7	i	i	i
Cc1onc(-c2c(Cl)cccc2Cl)c1C(=O)c1ccc(F)cc1	-1	i	i	7	.	i	0	-8	i	i	i
CC(C)CCNC(=O)C(=O)NCC1OCCCN1S(=O)(=O)c1cccs1 (configuration not stated)	3	i	i	-1	-5	i	-2	-8	i	i	i
CCOC(=O)c1[nH]cnc1C(=O)NC(C)C	-1	i	i	5	4	i	-2	-10	i	i	i
COc1ccc(C)cc1NC(=O)c1cc(S(=O)(=O)N2CCC3(CC2)OCCO3)ccc1F	1	i	i	-2	-1	i	-1	-4	i	i	i
Clc1ccc(-c2nnc(-c3ccccc3)c(N3CCSCC3)n2)cc1	-27	i	i	8	6	i	-1	-7	i	i	i
CCn1cc(C(=O)NCCCN2CCC(C)CC2)c(=O)c2cc(S(=O)(=O)N(C)C3CCCCC3)ccc21	-2	i	i	7	-6	i	1	-10	i	i	i
CCOC(=O)c1cccc(NS(=O)(=O)c2c(C(=O)N3CCCCCC3)c(C)n(C)c2C)c1	-1	i	i	-2	5	i	0	-9	i	i	i

The listing continues.
structure	GSK3beta inhib	RGS4 act	KCNQ1 act	HDAC3 inh	Dyrk1A ADPGlo	KCNQ1 inh	GSK3 alpha inh	hERG protect	KCNK3 block	KCNK9 inh	PolyA inh
Cc1ccc(NC(=O)c2ccccc2O)cc1	1	i	i	-10	1	i	1	-10	i	i	i
Oc1cccc(C=Nc2cccc3ccccc23)c1O	3	i	i	-5	1	i	20	-8	i	i	i
CC(C)Oc1ccc(C2CC(=O)N(c3ccccc3)C2=O)cc1 (configuration not stated)	0	i	i	4	-2	i	-2	-4	i	i	i
CCCNc1nc2c(c(=O)[nH]c(=O)n2C)n1CCC(C)C	0	i	i	-6	-5	i	-1	-7	i	i	i
O=c1[nH]c2ccccc2n1CCCN1CCN(C(c2ccccc2)c2ccccc2)CC1	1	i	i	.	.	i	.	-19	.	i	i
O=C(NP(=O)(N1CCCC1)N1CCCC1)C1=C(N2CCOCC2)/C(=C/c2cccc([N+](=O)[O-])c2)CC1	3	i	i	4	-2	i	-1	-5	i	i	i
CC(C)Cn1c(N)c(C(=O)CSc2ccccc2)c(=O)n(C)c1=O	2	i	i	-5	-1	i	4	-6	i	i	i
COc1ccc(OC)c(/C=C/C(=O)Oc2ccc(C(C)=O)cc2)c1	-1	i	i	-2	-9	i	-2	-7	i	i	i
COc1cc2c(cc1OC)C(C(=O)NC1CC1)C1c3ccccc3CCN1C2=O (configuration not stated)	1	i	i	-1	8	i	-2	-16	i	i	i
O=C(CNC(=O)c1cccs1)OCc1ccc(Cl)cc1	5	i	i	0	3	i	-1	-10	i	i	i
Cc1ccccc1NC(=O)CC1c2ccccc2CC(C)(C)N1C (configuration not stated)	3	i	i	-1	-5	i	0	-17	i	i	.
CCCNC(=O)COC(=O)c1[nH]c(C)c(C(=O)OCC)c1C	-1	i	i	-10	1	i	0	-15	i	i	i
COc1ccc(CNC(=O)c2ccc(N3CCCC3=O)cc2)cc1	-3	i	i	-15	10	i	-8	-7	i	i	i
COCCNC(=O)c1cccc(OC2CCN(Cc3ccc(Cl)c(F)c3)CC2)c1	-1	i	i	1	2	i	-3	-5	i	i	i
O=C(CCN1C(=O)/C(=C/c2ccccc2F)SC1=S)N[C@@H](CO)Cc1ccccc1	-3	i	i	-8	1	i	-12	-4	i	i	i
COc1ccc(NC(=S)NCCc2c(C)[nH]c3ccc(OC)cc23)cc1	-4	i	i	0	-1	i	-1	-15	i	i	i
CC(C)COC(=O)c1cc(-c2ccc(/C=N/n3cnnc3)o2)ccc1Cl	4	i	i	4	-4	i	0	-12	i	i	i
C/C(=N/NC(=O)CNC(=O)c1ccncc1)c1ccco1	2	i	i	5	6	i	1	-11	i	i	i
COC(=O)c1c(C(=O)OC)c2n(c1C)Cc1ccccc1C2	-3	i	i	0	6	i	-4	-11	i	i	i
CCC1=C(OC(=O)N(CC)CC)N2C(=O)OC(=NCc3ccccc3)[C@]2(C)[C@H]2C1=CC[C@H]1C(=O)N(CC(=O)OC)C(=O)[C@H]12	1	i	i	1	6	i	-1	-8	i	i	i

Following part
structure	GSK3beta inhib	RGS4 act	KCNQ1 act	HDAC3 inh	Dyrk1A ADPGlo	KCNQ1 inh	GSK3 alpha inh	hERG protect	KCNK3 block	KCNK9 inh	PolyA inh
CCN1CSC(=S)N(Cc2ccc(OC)cc2)C1	2	i	i	.	20	i	-5	-14	i	i	i
CCOC(=O)c1sc2ccccc2c1NC(=O)c1coc2ccccc2c1=O	1	i	i	2	1	i	-1	-5	i	i	i
CC(C)[N+]1=C2C=CC=CC=C2SC12C([N+](=O)[O-])=CC(=[N+]([O-])[O-])C=C2[N+](=O)[O-] (configuration not stated)	-5	i	i	-12	11	i	1	-3	i	i	i
CC12CCC(=O)N1C(C(=O)Nc1ccc(F)cc1)CS2 (configuration not stated)	-3	i	i	4	-5	i	-3	-11	i	i	i
Cc1c(C)n(C)c2ccc(C(=O)N3CCN(c4ccccn4)CC3)cc12	-1	i	i	0	.	i	-1	-7	i	i	i
O=C(NN=C1CCCC1)c1cc(O)cc(O)c1	-2	i	i	.	3	i	-3	-10	i	i	i
O=C(COc1ccc(Br)cc1)N1CCC(c2ccccc2)C1 (configuration not stated)	3	i	i	2	5	i	-2	-8	i	i	i
COc1ccc(NS(=O)(=O)c2ccc(N3CCOCC3)c(NC(=O)c3ccc(OC)cc3)c2)cc1	0	i	i	-4	2	i	-1	-13	i	i	i
CCN(CC)CCn1c(NCc2cccc(OC)c2)nc2ccccc21	0	i	i	-4	3	i	0	-8	i	i	i
O=C(NNC(=O)C1[C@H]2CCCC[C@@H]12)c1ccc(=O)oc1 (some centres not stated)	-26	i	i	-1	.	i	4	-16	i	i	i
O=C(CCNC(=O)c1ccc(Br)o1)NCc1ccc(Cl)cc1	1	i	i	1	5	i	2	-14	i	i	i
O=C(COc1ccccc1)Nc1nc2c(s1)CCCC2	-2	i	i	2	15	i	-2	2	i	i	i
CCOc1ccccc1NC(=O)c1nc(S(=O)(=O)Cc2cccc(C)c2)ncc1Cl	1	i	i	7	1	i	-1	-10	i	i	i
CCN1CCN(C(=S)Nc2ccc(Cl)cc2Cl)CC1	-1	i	i	-5	-8	i	4	-6	i	i	i
O=C(CSc1nnc(-c2ccco2)n1-c1ccccc1Cl)Nc1cccc(C(=O)O)c1	-3	i	i	1	3	i	-1	-3	i	i	i
Cc1ccc(C)c(-c2cc(C(=O)NNC(=S)NCC(C)C)c3ccccc3n2)c1	-1	i	i	-2	1	i	-1	-6	i	i	i
Cc1ccc(S(=O)(=O)n2cc(-c3ccccc3)c(N)n2)cc1	1	i	i	10	-1	i	3	-10	i	i	.
Cc1c(NC(=O)C(C#N)=C2CCCCC2)c(=O)n(-c2ccccc2)n1C	-2	i	i	-1	3	i	3	0	i	i	i
COc1cccc(-n2c(SCC(=O)N3CCCCC3)nc3c([nH]c4ccccc43)c2=O)c1	1	i	i	-1	9	i	-2	-10	i	i	i
COc1ccccc1CNC(=O)CCS(=O)(=O)c1ccc(Cl)cc1	3	i	i	1	-1	i	-5	-16	i	i	i
COc1ccc(OC)c(S(=O)(=O)NC2CCN(Cc3ccccc3)CC2)c1	-2	i	i	3	3	i	0	-7	i	i	i
O=C(CSc1nnc(-c2cccs2)n1-c1ccccc1)c1ccc2c(c1)OCCO2	10	i	i	3	6	i	2	-5	i	i	i

An excerpt; the hit share may differ from the screen's.
